# Screens: PubChem BioAssay, National Center for Advancing Translational Sciences (NCATS)
# GAA glycogen mod – inhibitors or activators of human alpha-glucosidase glycogen cleavage; P10253; recombinant GAA, glycogen substrate, Amplex Red glucose oxidase fluorescence; Potency, µM (doses to about 76.4 µM), without a hit: top-dose activity change, negative = inhibition, most hits filed as inhibitors; 300,000 tested, 0.38% active;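 further: 0% = full enzyme reaction and -100% = no-enzyme basal signal; the screen sought inhibitors and activators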
#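 Recombinant enzyme (4 nM final) with compounds titrated up to 77 uM and bovine liver glycogen (30 ug) in citrate pH 5.0, 0.01% Tween-20, 37 C 40 min. Released glucose detected by Amplex Red/glucose oxidase (Ex 573/Em 610); AC50 from Hill fits.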
# aGlu spleen mod – inhibitors or activators of human alpha-glucosidase in spleen homogenate. P10253. human spleen homogenate, 4-MU-alpha-glucoside fluorescence. Potency, µM (series often up to 79.9 µM), for inactives: top-dose activity change, negative = inhibition, actives largely listed as inhibitors. 240,000 tested, 0.006% active;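 further: 0% = enzyme with vehicle and -100% = no enzyme basal signal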
#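 Compounds were titrated against alpha-glucosidase in spleen homogenate at pH 5.0, with 1 mM 4-methylumbelliferyl substrate for 40 min at 37 C. Reactions were quenched with pH 10 NaOH/glycine and fluorescence measured.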
# aGal spleen mod – alpha-galactosidase A (human) modulation | 240,000 tested, 0.008% active | Potency, µM (titrated, usually from 80 µM), for inactives: at the highest dose activity change, negative = inhibition, actives largely listed as inhibitors | P06280 | AID 2107 | human spleen homogenate, 4MU-alpha-Gal fluorescence, 40 min;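 further: 0% = enzyme with vehicle and -100% = no enzyme basal signal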
# Target sequence (P06280 32-429 limits assumed): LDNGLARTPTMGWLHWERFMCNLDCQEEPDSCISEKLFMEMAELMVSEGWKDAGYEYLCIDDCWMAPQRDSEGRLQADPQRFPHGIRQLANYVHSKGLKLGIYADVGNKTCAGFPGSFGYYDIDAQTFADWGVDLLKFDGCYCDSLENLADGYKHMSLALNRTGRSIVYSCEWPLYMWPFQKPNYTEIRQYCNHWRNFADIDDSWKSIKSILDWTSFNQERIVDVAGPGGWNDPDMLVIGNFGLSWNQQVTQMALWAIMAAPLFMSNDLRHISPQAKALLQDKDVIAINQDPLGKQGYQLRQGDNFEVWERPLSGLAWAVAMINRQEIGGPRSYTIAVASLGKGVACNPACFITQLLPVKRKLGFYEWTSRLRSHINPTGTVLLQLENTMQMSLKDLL
#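 Fluorogenic readout (Ex 365/Em 440 nm) of 4-methylumbelliferone released from 1 mM 4-MU-alpha-galactoside by spleen homogenate, 40 min at 37C, pH 5.0. Data normalized to no-enzyme and enzyme controls; Hill-equation AC50 from compound titrations.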
# Tau ThT inhib – tau fibrillization inhibition (ThT binding); P10636; recombinant tau K18 P301L, heparin-induced fibrillization, ThT fluorescence; Potency, µM (doses to about 57.4 µM), without a hit: at the highest dose activity, negative = inhibition, most hits filed as inhibitors; 270,000 tested, 2.1% active; further: on the % scale 0 is the no-effect control and ±100 the full control effect; nearly all actives have a fitted effect of over 55% in size
# Target sequence (P10636 561-689 P618L limits assumed): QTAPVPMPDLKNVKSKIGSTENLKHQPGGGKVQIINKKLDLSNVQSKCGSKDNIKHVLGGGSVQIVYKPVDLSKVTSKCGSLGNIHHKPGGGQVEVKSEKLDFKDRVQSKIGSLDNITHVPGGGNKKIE
#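 Tau K18 P301L fragment (15 uM unlabeled plus 0.24 uM Alexa 594-labeled) in 100 mM sodium acetate pH 7 with compound, fibrillization induced by 20 uM heparin for 6 hr at 37 C. Thioflavin T (30 uM) added, fluorescence read after 1 hr (ex 450, em 510 nm).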
# GAA inh – alpha-glucosidase (human) inhibition | 200,000 tested, 0.005% active | P10253 | purified human GAA, 4-MU-alpha-glucoside fluorescence | Potency, µM (highest dose often 76.9 µM), for the others: at the top dose activity change, negative = inhibition, hits mostly inhibitors;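 further: plate controls were uninhibited enzyme wells for no effect and no-enzyme background for full effect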
#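 AC50 values come from Hill fits of compound titrations (up to 77 uM) against 4 nM human enzyme. Substrate 4-methylumbelliferyl-alpha-D-pyranoside at 400 uM, pH 5.0 citrate buffer, 20 min room temperature; fluorescence Ex 365/Em 440 after alkaline stop.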
# Tau FP inhib – blocks human tau fibril formation measured by polarization | 280,000 tested, 0.39% active | Potency, µM (series often up to 57.7 µM), inactives show at the highest dose activity, negative = inhibition, usual class: inhibitors | K18 P301L tau heparin fibrillization, Alexa594 FP, 6 h | P10636; further: on the % scale 0 is the no-effect control and ±100 the full control effect; nearly all actives have a fitted effect of over 55% in size
#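 FP of Alexa 594-tau after heparin (20 uM) induction. Substrate: human K18 P301L, 15 uM unlabeled, 0.24 uM labeled. Buffer 100 mM sodium acetate pH 7. 6 hr, 37 C.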
# Tau fluor counter – counter-screen for tau fibril formation inhibitors. tau K18 P301L Alexa594 fluorescence, heparin fibrillization. Potency, µM (titrated, usually from 57.7 µM), for the others: top-dose activity change, negative = decrease. 280,000 tested, 0.93% active; further: on the % scale 0 is the no-effect control and ±100 the full control effect; nearly all actives have a fitted effect of over 55% in size
#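 Human tau K18 P301L (15 uM unlabeled, 0.24 uM Alexa 594-labeled) in 100 mM sodium acetate pH 7 with 20 uM heparin, 6 hr at 37 C. ThT 30 uM added, 1 hr ambient; Alexa 594 FP and total fluorescence read at 555/632 nm.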
# HTT cytoprotect – Huntington cell model cytoprotection by ATP luminescence. PC12 HTT-Q103 induced, cytoprotection, ATP luminescence, 40 h. Potency, µM (series often up to 56.4 µM), for inactives: cytoprotection (ATP increase), hits mostly activators. 230,000 tested, 0.14% active. AID 1471;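 further: % of control where 0% means no effect; nearly all actives have a fitted effect of over 45% in size; toxic huntingtin expression switched on by the ecdysone agonist tebufenozide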
#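 Readout: ATPlite luminescence (ATP level). Model: stable PC12, inducible Htt exon1 Q103-GFP. Inducer: tebufenozide, 100 nM final. Compounds: dose series. No G418 in medium.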
# * hit, by the source's call; ? = inconclusive; . = not tested or not shown; & = joins results of further samples; [ ] = another dose, or the depositor's remark. The call rests on the fitted dose curve; in most records, active means well fitted curve in the direction sought with a large enough effect; inconclusive means small, poorly fitted or top-dose-only effect, or another doubt; inactive means no such curve, though single readings can be large; an effect the other way counts as inactive or inconclusive. Potency means the concentration at half of the fitted maximal effect.
no.	structure	GAA glycogen mod	aGlu spleen mod	aGal spleen mod	Tau ThT inhib
1	CCN(CC)S(=O)(=O)c1ccc(N2CCCC2)c(NC(=O)CC(C)(C)C)c1	7%	-2%	-6%	-7%
2	c1ccc2c(c1)CCCN2c1nc(N2CCOCC2)nc(N2CCOCC2)n1	2%	-9%	3%	-9%
3	Cc1csc(NC(=O)CSc2nnnn2C)n1	0%	-7%	-6%	4%
4	COc1ccc(/C=C/C2=Nc3ccccc3NC(C)(C)C2)cc1OC	-15%	0%	0%	.
5	CCOC(=O)N1CCN(C(=O)CSc2nnc(CNC(=O)c3c(F)cccc3Cl)o2)CC1	-5%	-5%	-5%	-18%
6	CC(=O)c1ccccc1OC(=O)c1c(F)cccc1F	0%	5%	9%	.
7	CC(NCc1ccc2c(c1)OCO2)C(=O)N1CCc2ccccc21 (configuration not stated)	-10%	4%	4%	-5%
8	Cc1cccc(OCC(=O)Nc2c(C)ccc3nsnc23)c1C	-3%[76.3 µM]	.	.	4%

no.	GAA inh	Tau FP inhib	Tau fluor counter	HTT cytoprotect
1	.	1%	-7%	-15%[10 µM]
2	-2%	1%	-15%	5%[10 µM]
3	-2%	12%	10%	28%[10 µM]
4	.	5%	-19%	-10%[10 µM]
5	0%	2%	-4%	?
6	.	-4%	-2%	-4%[10 µM]
7	1%	4%	-5%	-32%[10 µM]
8	.	0%	-1%	.

# Further results.
no.	structure	GAA glycogen mod	aGlu spleen mod	aGal spleen mod	Tau ThT inhib
9	Oc1cccc(Oc2ncc(C(F)(F)F)cc2Cl)c1	13%	-3%	-7%	-1%
10	O=C(CC(c1ccco1)S(=O)(=O)c1ccccc1)c1ccc(F)cc1 (configuration not stated)	4%	-13%	1%	-17%
11	CCOC(=O)c1ccccc1NC(=O)CN(c1cccc(C)c1C)S(=O)(=O)c1ccccc1	-7%[76.3 µM]	.	.	0%
12	CCOP(=O)(OCC)C(Nc1ccccc1)c1ccco1 (configuration not stated)	2%	2%	7%	-6%
13	CNC(=S)Nc1ccc([N+](=O)[O-])c(C)c1	-24%	-17%	1%	-6%
14	CCc1ccc(-c2[nH]c3c(c2-c2c(-n4cccc4)n(C)c(=O)[nH]c2=O)c(=O)[nH]c(=O)n3C)cc1	-5%[76.3 µM]	.	.	-8%
15	CN1CCC(OC(=O)COc2ccc(F)cc2)CC1	-2%	-1%	6%	-13%
16	Cc1ccccc1NC(=O)c1c(Cl)nc(C)c(Cl)c1C	0%	3%	5%	-15%

no.	GAA inh	Tau FP inhib	Tau fluor counter	HTT cytoprotect
9	10%	-3%	-10%	-91%[inhibitor]
10	-2%	1%	-2%	-15%
11	.	-9%	-13%	.
12	-4%	7%	0%	-2%
13	-10%	-3%	-12%	.
14	.	1%	-12%	.
15	-4%	?	-11%	-45%[inhibitor]
16	-2%	7%	-7%	18%[10 µM]

# Following part:
no.	structure	GAA glycogen mod	aGlu spleen mod	aGal spleen mod	Tau ThT inhib
17	CN(c1ccccc1C(=O)Nc1cccc(C(F)(F)F)c1)S(C)(=O)=O	9%	2%	10%	-3%
18	OC(COc1c(Cl)cc(Cl)cc1Cl)CN1CCCCC1 (configuration not stated)	10%	-8%	-20%	6%
19	COc1ccc(C(=O)[C@H]2[C@H]3C(=O)N(c4ccc(OC(C)=O)cc4)C(=O)[C@H]3C3C=CC=NN32)cc1 (some centres not stated)	?	0%	4%	.
20	Cc1cc(C(=O)Nc2cccc3cccnc23)ccc1[N+](=O)[O-]	-2%	3%	-11%	?
21	CCCCc1cc(=O)oc2c(CN(CC)CC)c(O)c(Cl)cc12	5%	?	?	-4%
22	C/C(=N\NC(=O)c1ccc(NS(=O)(=O)c2cccs2)cc1)c1cccs1	-1%	3%	2%	5%
23	CCOC(=O)c1ccc(N2C(=O)c3n[nH]c(C)c3C2c2ccccc2)cc1 (configuration not stated)	-1%	-10%	-5%	-8%
24	Cc1ccc(-c2cc(C(=O)Nc3nn[nH]n3)c3ccccc3n2)cc1	8%	3%	3%	-1%

no.	GAA inh	Tau FP inhib	Tau fluor counter	HTT cytoprotect
17	-5%	-6%	-2%	26%
18	3%	-4%	4%	-19%
19	.	-13%	-17%	29%[10 µM]
20	6%	?	-27%	-22%
21	?	8%	-1%	-21%
22	4%	7%	-1%	-41%[inhibitor]
23	?	6%	-12%	7%[0.074 µM]
24	-3%	-2%	-8%	-29%

# Next part
no.	structure	GAA glycogen mod	aGlu spleen mod	aGal spleen mod	Tau ThT inhib
25	O=C(c1ccco1)N1CCN(C(=O)N2CCCC2)CC1	-1%	7%	6%	0%
26	O=C1CSC(c2ccccc2)N1Nc1nc(N2CCOCC2)nc(N2CCOCC2)n1 (configuration not stated)	-5%	-2%	-9%	0%
27	CCCC(=O)Nc1ccc2c(c1)nc1n2CCSC1	-6%	7%	6%	?
28	CC1(OC(=O)C2CCCC2)C(=O)C=C2C=C(c3ccsc3)N(CCc3ccccn3)C=C2C1=O (configuration not stated)	11%	3%[17.4 µM]	-4%[17.5 µM]	4µM*
29	FC(F)Oc1ccc(NC(=S)NCc2ccccc2)cc1	-24%	0%	-1%	-2%
30	CCOc1ccc(Br)cc1S(=O)(=O)Nc1cccc(S(=O)(=O)N(CC)CC)c1	6%	-5%	0%	-4%
31	O=C(NC1CCCC1)C(c1ccsc1)N(CCc1ccccc1)C(=O)Cc1cccs1 (configuration not stated)	5%	-3%	-2%	-1%
32	CCc1nnc(NS(=O)(=O)c2ccc(N/C=C\C(=O)c3cccc4ccccc34)cc2)s1	-9%	-9%	5%	?

no.	GAA inh	Tau FP inhib	Tau fluor counter	HTT cytoprotect
25	13%	2%[2.34 µM]	-2%[2.34 µM]	-37%[10 µM]
26	-4%	4%	-4%	4%[10 µM]
27	-5%	-15%	-14%	?
28	.	?	-19%[11.6 µM]	?
29	?	-2%	-20%	4%[1.9 µM]
30	-4%	4%	-23%	33%[10 µM]
31	11%	-10%	3%	14%[10 µM]
32	?	-4%	-9%	9%[10 µM]

# Later entries:
no.	structure	GAA glycogen mod	aGlu spleen mod	aGal spleen mod	Tau ThT inhib
33	CCOC(=O)C1CN(S(=O)(=O)c2ccccc2)C1	-1%	-10%	-19%	2%
34	Cc1ccc2cccc(Oc3nnnn3-c3ccccc3)c2n1	-11%	-9%	-2%	-14%
35	CC(C)c1ccc(-c2c(C#N)c(N)nc3c2CCCCC3)cc1	-3%	0%	4%	-12%
36	Cc1cc(C(F)(F)F)nn2cnnc12	1%	.	10%	2%
37	COc1cc(OC)c(OC)cc1/C=N/NC(=O)c1ccc(=O)n(C)c1	1%	-5%	2%	-13%
38	CCCc1cc(=O)oc2cc(C)c3c(-c4ccccc4)c(C)oc3c12	13%[76.3 µM]	.	.	?
39	CCOC(=O)c1sc(NCc2ccco2)c(-c2nc3ccccc3s2)c1N	-28%	-3%	-4%	?
40	CCCN1C2=NCCN2c2ccccc21	-16%	2%	8%	1%

no.	GAA inh	Tau FP inhib	Tau fluor counter	HTT cytoprotect
33	-7%	0%	3%	-9%
34	-1%	-2%	-13%	-9%
35	-3%	5%	-5%	0%
36	-7%	-6%	-2%	-4%
37	-9%	4%	-18%	0%[10 µM]
38	.	-17%	-25%	.
39	-10%	4%	?	1%[10 µM]
40	-2%	1%	7%	13%[10 µM]

# The list continues:
no.	structure	GAA glycogen mod	aGlu spleen mod	aGal spleen mod	Tau ThT inhib
41	Cc1nc2cc(Nc3ccncc3)ccc2s1	-11%	3%	1%	-3%
42	Cn1ccs/c1=N\S(=O)(=O)c1ccc(Br)cc1	3%	-6%	-13%	3%
43	Cc1cccn2c(=O)c(/C=N/O)c(N3CCCC3)nc12	-2%	-2%	6%	-18%
44	COc1ccc2c(c1)CC/C(=C/c1ccco1)C2=O	-7%	0%	4%	?
45	O=C(NCCS(=O)(=O)N1CCN(c2ccccc2F)CC1)C1CC(=O)N(c2ccc(F)cc2)C1 (configuration not stated)	0%[76.3 µM]	.	.	4%
46	COC(=O)c1c(NC(NC(C)=O)C(Cl)(Cl)Cl)sc2c1CCCC2 (configuration not stated)	?	0%	6%	6%
47	COC(=O)c1cccc(NC(=O)CCNC(=O)c2ccc([N+](=O)[O-])cc2)c1	-10%	-2%	0%	-15%
48	COc1ccc(S(=O)(=O)N(CCc2ccccc2)CC(=O)O)cc1OC	2%	0%	-8%	-9%

no.	GAA inh	Tau FP inhib	Tau fluor counter	HTT cytoprotect
41	-6%	-2%	-3%	.
42	-10%	0%	0%	-18%
43	-2%	-1%	-11%	10%
44	1%	-12%	-28%	27%[10 µM]
45	.	-10%	1%	.
46	-1%	3%	3%	11%[1.9 µM]
47	-2%	4%	0%	26%[0.074 µM]
48	1%	-5%	-3%	-4%

# Following part:
no.	structure	GAA glycogen mod	aGlu spleen mod	aGal spleen mod	Tau ThT inhib
49	O=C(c1cc(F)cc2c1OCOC2)N1CCN(c2ccc(F)cc2)CC1	-14%	-14%	4%	-13%
50	O=C(Cc1c(F)cccc1Cl)N1CCCC1	-27%	-1%	1%	8%
51	Cc1cc(=O)n2nc(-c3ccccc3)sc2c1C#N	5%	-13%	12%	-2%
52	N=c1ccn2c(n1)O[C@H]1[C@H](O)[C@@H](CO)O[C@H]12	3%	-1%	11%	4%
53	Cn1cc(CN(CCO)Cc2cccs2)c(-c2ccccc2F)n1	4%	1%	-3%	-4%

no.	GAA inh	Tau FP inhib	Tau fluor counter	HTT cytoprotect
49	1%	-3%	-17%	3%[10 µM]
50	1%	?	8%	3%[0.074 µM]
51	3%	-3%	-9%	17%[10 µM]
52	.	5%	5%	-72%&-38%[inhibitor]
53	13%	-5%	-8%	.
